SENP6 inh: blocks the human protease SENP6 | inhibition, % at 10 µM | Q9GZR1 | AID 2599 | Recombinant SENP6 catalytic domain, aminoluciferin luminescence | 330,000 compounds, 1.8% hits;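 active = inhibition above about 50% at the single tested dose, limit read from the data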;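 note: plate controls were DMSO wells with enzyme for no effect and DMSO wells lacking enzyme for full effect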
SENP1 FRET inh: inhibitors of human SENP1 SUMO protease catalytic domain. inhibition, % at 10 µM. 360,000 compounds, 0.21% hits. recombinant SENP1 catalytic domain, CyPet-SUMO1-YPet FRET cleavage. Q9P0U3;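 active = inhibition at least 30% at 10 µM, raw YFP signal under a set limit, fluorescence ratio 0.5 to 1.5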;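 note: 0% = enzyme with DMSO and 100% = no enzyme wells; some results filed as inactive read as strong as hits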
Target sequence (Q9P0U3 419-644 limits assumed): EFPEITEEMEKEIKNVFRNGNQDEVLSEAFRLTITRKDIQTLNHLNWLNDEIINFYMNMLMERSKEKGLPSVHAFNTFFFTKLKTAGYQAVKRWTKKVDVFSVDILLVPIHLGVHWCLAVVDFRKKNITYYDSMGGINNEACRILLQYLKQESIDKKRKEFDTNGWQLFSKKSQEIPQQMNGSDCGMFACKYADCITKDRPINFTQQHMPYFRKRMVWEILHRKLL
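Assay system: hSENP1 catalytic domain, recombinant. Amount: SENP1 enzyme, 20 pM final. Schedule: 50 min reaction, RT, dark. Technique: FRET, CFP and YFP emission. Control set: no-enzyme wells low, DMSO-plus-enzyme wells high control.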
UBC13 polyUb: blocks human UBC13 polyubiquitin chain formation; TR-FRET; inhibition, % at 20 µM; 330,000 compounds, 0.47% hits; in the data active = inhibition above about 45%, passing the limit was not always enough
Target sequence (P61088 whole entry, looked up): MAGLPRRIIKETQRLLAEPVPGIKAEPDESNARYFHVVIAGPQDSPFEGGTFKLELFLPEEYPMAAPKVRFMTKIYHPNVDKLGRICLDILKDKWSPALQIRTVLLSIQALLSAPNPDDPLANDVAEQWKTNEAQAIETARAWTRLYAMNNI
beta cell repl: inducers of beta-cell replication in MIN6 cells; MIN6 cells proliferation, ATPlite luminescence, 48 h; cells starved in 0.2% serum; 100% = growth in 10% serum; proliferation, % at 10 µM; 330,000 compounds, 0.29% hits; AID 2380;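 active = compounds whose signal lies at least 3.5 SD above the mean of all wells on their plate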;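 note: 0% = DMSO-treated cells in low-serum medium and 100% = 10% serum control; some compounds called inactive have numbers as strong as hits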
SENP8 block-1: blocks human SENP8 cleavage of Nedd8 substrate. Q96LD8. inhibition, % at 20 µM. 360,000 compounds, 0.64% hits. AID 602440. recombinant SENP8, Nedd8 substrate fluorescence; in the data active = inhibition mostly above about 40%, no sharp cut-off; inactive = mostly below about 27%
Target sequence (Q96LD8 whole entry, looked up): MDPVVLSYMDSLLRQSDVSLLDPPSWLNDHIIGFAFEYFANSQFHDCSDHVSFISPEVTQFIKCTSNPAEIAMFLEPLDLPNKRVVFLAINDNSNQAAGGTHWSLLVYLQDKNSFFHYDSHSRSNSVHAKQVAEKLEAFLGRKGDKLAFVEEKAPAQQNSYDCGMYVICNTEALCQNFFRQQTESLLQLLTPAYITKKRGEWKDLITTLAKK
SENP7 inh: SENP7 protease inhibition; Q9BQF6; recombinant SENP7, Z-RLRGG-aminoluciferin luminescence, 40 min; inhibition, % at 5 µM; 330,000 compounds, 1.5% hits; AID 434973;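 active = inhibition above about 50% at the single test dose, limit read from the data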;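 note: plate controls were DMSO with enzyme for no effect and no enzyme buffer wells for full effect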
Target sequence (Q9BQF6 706-1050 limits assumed): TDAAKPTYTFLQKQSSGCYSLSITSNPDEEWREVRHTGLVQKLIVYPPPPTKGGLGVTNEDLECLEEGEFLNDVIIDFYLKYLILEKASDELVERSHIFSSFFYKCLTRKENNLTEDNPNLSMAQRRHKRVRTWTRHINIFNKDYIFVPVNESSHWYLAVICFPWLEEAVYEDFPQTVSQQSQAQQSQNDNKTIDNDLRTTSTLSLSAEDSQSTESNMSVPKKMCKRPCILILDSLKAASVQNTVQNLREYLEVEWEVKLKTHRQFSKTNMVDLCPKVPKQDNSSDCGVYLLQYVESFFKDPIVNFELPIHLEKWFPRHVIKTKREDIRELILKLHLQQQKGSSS
SENP8 block-2: SENP8 protease inhibition; AID 2540; purified SENP8, Z-RLRGG-aminoluciferin cleavage, luminescence; Q96LD8; inhibition, % at 10 µM; 330,000 compounds, 1.2% hits; in the data active = inhibition above about 50%
PfG6PD inh: PfG6PD (Plasmodium falciparum) enzyme inhibition | PfGluPho enzyme, NADPH resazurin-diaphorase fluorescence | inhibition, % at 20 µM | 350,000 compounds, 0.78% hits;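 active = inhibition reaching at least a set limit at 20 µM in the primary screen, cut at about 59% in these data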;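 note: 0% = DMSO wells with substrate and 100% = DMSO wells lacking glucose-6-phosphate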
HKDC1 inhibitor: blocks human hexokinase HKDC1 activity; Q2TB90; recombinant HKDC1, G6PDH/diaphorase resazurin coupled fluorescence; inhibition, % at 20 µM; 340,000 compounds, 0.16% hits;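 active = inhibition above about 35% when tested at 20 µM, limit read from the data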;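 note: plate controls were DMSO wells with enzyme for no effect and DMSO wells lacking enzyme for full effect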
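Test system: recombinant HKDC1 (HK5) hexokinase enzyme, produced in-house / Doses: 20 µM test compound, 1% DMSO / Timing: 90 min, room temperature / Detection: G6PDH/diaphorase-coupled fluorescence, 1 mM NADP, 100 µM resazurin, 525/613 nm / Control set: DMSO wells with and without enzyme mix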
* marks the source's active call; other numbers are inactive results; . = no result given.

SMILES	SENP6 inh	SENP1 FRET inh	UBC13 polyUb	beta cell repl	SENP8 block-1	SENP7 inh	SENP8 block-2	PfG6PD inh	HKDC1 inhibitor
COC(=O)C1=C(C(=O)OC)[C@@H]2N(C)c3ccccc3[C@@]23C[C@@H](CO)N(C(=O)C2CCC2)C3=N1	-4.8	2.6	-5.3	-3.2	20.0	-10.3	-6.1	-13.8	4.4
COc1ccc(-c2cc(N)n(S(=O)(=O)c3ccc(F)cc3)n2)cc1OC	5.7	1.4	1.3	-3.5	3.9	-5.6	-3.6	-0.7	-1.2
CSc1sc(C(=O)NNC(C)=O)c2c1C=CCC2	-5.5	-0.8	12.8	0.6	-22.1	0.1	-1.9	15.9	8.9
CCCn1nc(NC(C)=O)c2cc3cccc(C)c3nc21	-0.7	-21.6	11.9	-0.7	-295.6	-1.0	-4.4	5.7	0.9
CN(C)Cc1cc(C(C)(C)C)c(O)c(C(C)(C)C)c1	-5.6	-1.0	-14.8	0.0	17.6	-1.2	-8.4	17.9	5.2
O=C(Nc1cccnc1)c1cc(-c2ccccc2)on1	74.6*	1.7	-0.7	-2.6	9.4	68.9*	48.3	6.9	1.8
COc1ccc(-n2ncc3c(N4CCCc5ccccc54)ncnc32)cc1	.	-2.4	.	.	-75.3	.	.	2.8	4.7
CC1CCc2ccccc2N1CC(=O)Nc1cccc(S(=O)(=O)N2CCCC2)c1 (stereo not drawn)	-10.6	-6.6	1.1	-3.6	17.8	1.8	-4.0	0.4	0.6
CC(=O)c1ccc(OCCCC(=O)N2CCN(S(=O)(=O)c3ccc(C(C)C)cc3)CC2)cc1	-10.8	0.3	-1.5	-1.3	9.7	-3.8	3.8	1.3	-1.1
COc1cccc(N2CCN(CC(=O)NC3=Nc4ccccc4N=C(C)C3c3ccccc3)CC2)c1 (stereo not drawn)	-4.3	1.5	-3.7	-3.1	30.8	-1.6	7.9	12.7	-0.9
CCCc1cc(C(=O)N2CCCC(C(=O)c3cccc4ccccc34)C2)n(C)n1 (stereo not drawn)	-5.3	-0.5	24.7	1.1	7.4	0.3	2.0	5.3	-3.9
CC(C)Cc1ccc(C(C)NC(=O)c2ccc(=O)[nH]c2)cc1 (stereo not drawn)	-9.0	-0.3	-17.1	-3.7	-5.0	13.7	3.1	0.6	-5.9
CCn1c(=N)n(CC(O)COc2cccc(C)c2)c2ccccc21 (stereo not drawn)	-15.7	2.0	-12.8	-4.8	13.7	-7.0	-6.8	12.9	6.4
Cc1nn(Cc2ccc(F)cc2)c(Cl)c1/C=N/NC(=O)c1ccccc1	5.2	1.1	-5.8	-1.4	10.5	4.3	-1.6	6.8	-5.0
Cc1cc2nc3c(c(=O)n2[nH]1)CCCC3	-19.5	2.5	10.0	-0.2	-34.0	0.1	1.4	-7.9	-7.5
O=C(COc1ccccc1)Nc1ccc(N2CCCCC2)cc1	-10.9	3.3	0.4	-0.8	11.5	7.0	-13.5	3.7	4.7
O=C(O)CCCNc1c(C(=O)Nc2ccc(Cl)cc2)cc([N+](=O)[O-])cc1[N+](=O)[O-]	-3.6	4.1	-28.4	-5.7	15.4	-16.0	0.9	11.8	-6.9
COc1ccc(NC(=O)c2ccc(C(=O)c3ccccc3)o2)cc1	-24.4	0.6	3.0	-0.8	29.1	-9.0	-9.9	11.0	-4.9
COc1ccc(/C=N/N=C2\SCC(=O)N2c2c(C)n(C)n(-c3ccccc3)c2=O)cc1OC	4.7	-0.6	0.9	0.0	-5.1	-1.1	-5.2	13.6	-4.7
Cc1cccc(NC(=O)CNC(=O)COc2ccc(-c3ccc(C#N)cc3)cc2)c1C	-1.9	1.9	14.3	-1.2	-93.6	0.2	2.0	-15.1	-11.4
COc1ccccc1CNC(=O)CN(c1cccc([N+](=O)[O-])c1)S(C)(=O)=O	7.8	-0.1	3.7	-0.3	4.8	-0.3	6.3	-16.4	-6.1
CC(C)(C)c1ccc(OCC(=O)Nc2cccc(S(=O)(=O)NC3=NCCCCC3)c2)cc1	5.3	-2.4	3.7	-5.4	14.3	2.6	9.9	18.8	2.1
COc1ccc(C(=O)c2cc([N+](=O)[O-])ccc2N2CCCC2)cc1	-6.3	-12.7	3.5	0.0	19.4	-3.3	-1.6	5.7	1.3
Cc1cc(=O)oc2c3c(cc(OCC(=O)NCc4ccncc4)c12)OC(C)(C)CC3	-12.6	0.5	16.0	-1.9	-219.8	2.5	-7.1	7.5	5.5
COc1ccccc1N(C(=O)Cn1nnc(-c2ccc(C)o2)n1)C(C(=O)NC1CCCC1)c1ccncc1 (stereo not drawn)	-29.0	1.8	-2.7	-1.4	7.5	-3.5	0.7	-1.0	-1.4
Cc1ccc(S(=O)(=O)Nc2cc(-c3ccccc3)nn2C)cc1	-3.5	0.8	-5.0	-2.1	19.3	-6.8	-3.4	-36.0	-1.1
COc1ccc(OC)c(CNC(=O)Cc2c(C(=O)O)[nH]c3ccccc23)c1	3.2	2.1	-10.0	0.7	11.4	4.7	3.6	-22.8	5.5
Cc1cc(C)c(C2=Nn3c(C)nnc3SC2C)cc1C (stereo not drawn)	-12.4	0.1	-2.7	0.0	7.9	-4.7	-5.7	1.0	-2.2
CCc1ccccc1NC(=O)CNC(=O)c1ccc(-n2cncn2)c([N+](=O)[O-])c1	-3.4	1.4	-7.0	-3.2	7.7	-1.5	-1.5	-4.4	-0.1
CC1=NN(C(=O)c2ccoc2C)C(O)(C(F)(F)F)C1 (stereo not drawn)	-4.3	0.4	-3.0	-1.0	0.3	1.7	7.6	-4.4	-4.8

SENP6 inh: what is marked active above
| smiles | SENP6 inh | SENP1 FRET inh | UBC13 polyUb | SENP7 inh | PfG6PD inh | HKDC1 inhibitor |
| --- | --- | --- | --- | --- | --- | --- |
| O=C(Nc1cccnc1)c1cc(-c2ccccc2)on1 | 74.6* | 1.7 | -0.7 | 68.9* | 6.9 | 1.8 |

Next section:
SMILES	SENP6 inh	SENP1 FRET inh	UBC13 polyUb	beta cell repl	SENP8 block-1	SENP7 inh	SENP8 block-2	PfG6PD inh	HKDC1 inhibitor
COc1ccc(NC(=O)c2cc(-c3ccc4c(c3)OCO4)on2)cc1	13.8	0.3	-6.0	-3.8	-315.7	-3.8	-9.9	-2.2	-7.2
Cc1onc(-c2ccccc2)c1C(=O)N1CCc2ccccc21	3.8	1.1	3.2	2.4	-2.8	1.3	3.6	3.4	-8.3
COc1ccc(Cl)cc1-c1nc(-c2ccc(NC(=O)c3cccs3)cc2)no1	25.5	2.2	1.4	0.0	1.8	6.4	11.8	4.4	14.0
Cc1ccc(NC(=S)NNC(=S)NC2CCCCC2)cc1	-3.0	1.9	-13.7	-4.4	27.7	3.9	3.1	8.6	-7.9
O=C(Nc1ccc(N2CCOCC2)c(Cl)c1)c1cccnc1	-23.9	-0.3	-4.5	-1.9	9.8	-15.0	-10.6	20.1	-3.4
CC(C)Oc1cccc(C(=O)C2CCCN(Cc3cccn3-c3cccnc3)C2)c1 (stereo not drawn)	7.9	1.7	22.4	-5.0	15.9	-0.6	1.6	10.4	-2.7
COc1ccc(NC(=O)CNS(=O)(=O)c2ccc(Cl)cc2)cc1	-6.2	2.8	-1.2	-2.5	11.1	-6.5	-10.7	-3.1	5.6
O=C(CCCOc1ccc(Cl)cc1Cl)N1CCCc2ccccc21	-8.2	0.8	-2.2	-4.8	29.9	7.9	1.7	14.7	0.7
COC(=O)c1ccc(C2NC(=O)CCC2[N+](=O)[O-])cc1 (stereo not drawn)	-4.8	1.6	7.8	0.4	8.3	2.0	-11.8	-5.6	-4.3
Cc1occc1C(=O)NNC(=O)C1CCCCC1	8.5	-1.6	9.5	0.0	11.7	-3.8	-1.7	-11.7	-10.4
N#Cc1c(N)c(C(=O)c2ccc(Cl)cc2)n2c1CCC2	-16.8	-0.2	-1.7	-0.5	18.4	-1.5	-0.8	-4.4	-5.9
Cc1ccc(C)c(C(=O)O/N=C(\N)c2ccc(Br)cc2)c1	0.1	-1.9	9.3	-1.2	21.4	0.2	3.3	5.0	-10.1
Cc1nn(CCC(=O)NNC(=S)Nc2ccc(F)cc2)c(C)c1Br	0.1	3.2	-15.2	-2.8	18.6	10.7	2.2	8.2	-5.5
CN(C)CCCn1c(SCc2ccc(Cl)cc2)nnc1-c1ccncc1	8.8	-0.1	-4.7	0.2	1.1	-0.4	1.6	-1.8	1.6
CCOc1cc(/C=C2\NC(=O)NC2=O)cc([N+](=O)[O-])c1O	17.0	1.1	-142.5	4.6	32.7	4.7	6.1	5.3	3.8

Reformatted in CSV form: part of the list above
canonical_smiles,SENP6 inh,SENP1 FRET inh,UBC13 polyUb,beta cell repl,SENP8 block-1,SENP7 inh,SENP8 block-2,PfG6PD inh,HKDC1 inhibitor
COc1ccc(NC(=O)c2cc(-c3ccc4c(c3)OCO4)on2)cc1,13.8,0.3,-6.0,-3.8,-315.7,-3.8,-9.9,-2.2,-7.2
Cc1onc(-c2ccccc2)c1C(=O)N1CCc2ccccc21,3.8,1.1,3.2,2.4,-2.8,1.3,3.6,3.4,-8.3
COc1ccc(Cl)cc1-c1nc(-c2ccc(NC(=O)c3cccs3)cc2)no1,25.5,2.2,1.4,0.0,1.8,6.4,11.8,4.4,14.0
Cc1ccc(NC(=S)NNC(=S)NC2CCCCC2)cc1,-3.0,1.9,-13.7,-4.4,27.7,3.9,3.1,8.6,-7.9
O=C(Nc1ccc(N2CCOCC2)c(Cl)c1)c1cccnc1,-23.9,-0.3,-4.5,-1.9,9.8,-15.0,-10.6,20.1,-3.4

Next section.
SMILES	SENP6 inh	SENP1 FRET inh	UBC13 polyUb	beta cell repl	SENP8 block-1	SENP7 inh	SENP8 block-2	PfG6PD inh	HKDC1 inhibitor
COc1ccc(S(=O)(=O)Nc2cc(S(=O)(=O)c3ccccc3)c(O)cc2C)cc1	-26.9	2.0	2.9	2.0	6.6	1.7	1.7	17.0	-1.3
COc1ccc(/C=N/NC(=O)c2ccc3nc[nH]c3c2)c(OC)c1OC	-8.3	2.9	-8.6	0.6	-20.6	0.9	2.6	11.7	-5.2
CCOc1ccc(/C=C/C(=O)Oc2ccc(OC)cc2)cc1	8.8	1.5	3.0	-5.2	12.1	9.4	-13.9	-12.4	-4.8
O=C(c1ccccc1)c1ccccc1C(=O)N1CCOCC1	-7.1	0.3	-4.2	2.8	14.2	-1.1	-3.1	1.9	-2.5
CCc1ccc(-c2nnn(Cc3nn[nH]n3)n2)cc1	-19.8	4.4	-2.0	-1.1	41.5*	5.3	-2.7	-26.1	-2.4
O=C(N/N=C/c1ccc(OCc2ccccc2)cc1)c1ccncc1	2.2	1.5	-15.8	-4.2	-11.5	-8.1	-10.6	-10.8	-7.7
Cc1ccc(-c2nnc(SCC(N)=O)n2C)cc1	4.7	1.7	8.2	5.8	14.1	2.7	8.8	8.4	-11.5
CS(=O)(=O)N(CC(=O)N1CCN(c2ccccc2)CC1)c1ccc(Cl)c(C(F)(F)F)c1	11.1	1.0	2.7	-2.9	13.6	0.8	5.4	1.9	0.1
Cc1ccc(S(=O)(=O)N2CCC(C(=O)O)CC2)cc1C(=O)O	-15.6	-0.2	1.1	-0.3	24.4	2.2	-5.2	-1.2	-4.8
Cc1ccc(-c2nn(-c3ccccc3)cc2C(=O)N2CCN(c3ccccn3)CC2)cc1	18.6	-0.2	3.3	-5.6	13.8	8.4	-5.7	3.8	-7.2
CCOC(=O)C(C)Sc1nc2ccccc2c(=O)n1CC (stereo not drawn)	13.3	0.4	1.3	0.0	12.7	3.7	1.4	-16.9	0.1
CCc1c(C)nc(SCC(=O)CC(=O)OC(C)C)c(C#N)c1C	-22.6	-126.6	12.3	-2.1	-20.9	-5.7	-6.2	8.4	4.0

Screening results (PubChem BioAssay)
